Assay outcomes (PubChem)
SIAE primary – human SIAE inhibitors, primary screen, biochemical, fluorescence polarization, FP-Rh probe, 1536-well HTS; Sialate O-acetylesterase (Homo sapiens), Q9HAT2; SIAE FP-Rh probe binding; inhibition, % at 9.66 µM; 370,000 compounds, 0.69% hits; AID 1053197, 2014;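 active means inhibition above a cutoff: mean of compounds within the control limits plus 3 SD of those, cut at about 17% in these data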;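 further: 0% = plate median of compound wells and 100% = probe without SIAE protein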
GC-B act – human GC-B receptor activators, primary screen, HEK293 GC-B cells, cGMP TR-FRET, EC30 CNP. 0% at EC30 CNP, 100% saturating CNP. activation, % at 10 µM. 370,000 compounds, 0.11% hits. AID 1920062, 2024;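 active means activation at 10 µM reaching about 35% in either raw or pattern-adjusted values, limit read from the data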
Target sequence (P20594 whole entry, looked up): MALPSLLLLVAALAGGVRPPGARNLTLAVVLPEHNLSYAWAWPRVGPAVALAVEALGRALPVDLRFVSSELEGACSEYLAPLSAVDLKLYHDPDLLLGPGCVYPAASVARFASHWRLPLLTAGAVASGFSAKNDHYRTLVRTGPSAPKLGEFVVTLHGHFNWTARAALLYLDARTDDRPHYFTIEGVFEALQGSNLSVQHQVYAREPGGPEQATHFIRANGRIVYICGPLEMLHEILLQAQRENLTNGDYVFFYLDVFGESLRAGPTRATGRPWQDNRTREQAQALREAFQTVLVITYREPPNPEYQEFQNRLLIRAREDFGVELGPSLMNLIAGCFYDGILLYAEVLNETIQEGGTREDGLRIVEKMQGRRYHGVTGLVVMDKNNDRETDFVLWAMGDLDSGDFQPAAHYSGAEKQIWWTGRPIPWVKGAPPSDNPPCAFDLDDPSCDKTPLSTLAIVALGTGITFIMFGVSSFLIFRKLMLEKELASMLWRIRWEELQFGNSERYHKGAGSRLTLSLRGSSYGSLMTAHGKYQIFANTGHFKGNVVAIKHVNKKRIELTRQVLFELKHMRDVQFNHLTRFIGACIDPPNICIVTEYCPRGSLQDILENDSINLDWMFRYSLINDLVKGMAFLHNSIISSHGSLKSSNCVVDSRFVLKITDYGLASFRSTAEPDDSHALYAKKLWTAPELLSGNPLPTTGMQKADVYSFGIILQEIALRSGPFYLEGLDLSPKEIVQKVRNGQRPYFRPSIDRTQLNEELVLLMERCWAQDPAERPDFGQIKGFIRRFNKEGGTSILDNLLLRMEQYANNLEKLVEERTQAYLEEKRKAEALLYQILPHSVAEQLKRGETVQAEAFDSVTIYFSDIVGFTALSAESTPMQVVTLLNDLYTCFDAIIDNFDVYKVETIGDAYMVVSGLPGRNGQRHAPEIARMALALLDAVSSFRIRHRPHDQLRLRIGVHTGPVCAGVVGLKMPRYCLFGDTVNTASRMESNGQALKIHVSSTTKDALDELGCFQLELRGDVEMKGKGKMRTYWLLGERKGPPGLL
TDP2 absorb – human TDP2 enzyme inhibitors, primary screen, biochemical, epi absorbance, recombinant enzyme; Tyrosyl-DNA phosphodiesterase 2 (Homo sapiens), O95551; T5PNP hydrolysis, p-nitrophenol absorbance 415 nm; inhibition, % at 12.8 µM; 370,000 compounds, 0.34% hits;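 active means inhibition above the mean of all tested compounds plus 3 SD, set per campaign, cut at about 25% in these data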;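 further: 0% = DMSO with enzyme and 100% = buffer with substrate but no TDP2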
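Material: recombinant human TDP2; quantity: TDP2 enzyme at 120 nM final; medium: Tris-HCl pH 7.5 with MgCl2; compound: single concentration, 12.8 µM nominal, with 1% DMSO; incubation: 2 h enzyme incubation at 37 °C; signal: epi absorbance; measure: percent inhibition; benchmarks: high control without enzyme, low control DMSO plus TDP2; repeats: singlicate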
PRMT1 inh – PRMT1 methyltransferase inhibitors, primary screen, biochemical, fluorescence polarization; Protein arginine N-methyltransferase 1 (Homo sapiens), Q99873; recombinant PRMT1, activity-based probe fluorescence polarization; inhibition, % at 2.79 µM; 370,000 compounds, 1.3% hits;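 active means inhibition above about 21% made by adding two undisclosed values, limit read from the data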
LEDGF integ inh – blockers of LEDGF/p75-dependent integrase strand transfer – biochemical, TR-FRET, high throughput, primary screen | 370,000 compounds, 0.64% hits | inhibition, % at 3.7 µM | HIV-1 integrase (with human LEDGF/p75) | TR-FRET IN-LEDGF/p75 DNA integration, Eu/Cy5;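 active means inhibition above the screen-wide mean plus 3 SD, cut at about 13% in these data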;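 further: signal is the Cy5 over europium emission ratio at 671 and 618 nm; 0% = plate median of compound wells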
HTRA1 inhibitor – HTRA1 serine protease inhibitors, primary screen, biochemical, fluorescence polarization, HTS. Q92743. recombinant HTRA1, FP-rhodamine activity-based probe. inhibition, % at 5.96 µM. 340,000 compounds, 0.5% hits; in the data active means inhibition above about 36%;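 further: 0% = enzyme with DMSO and 100% = wells lacking enzyme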
ABHD4 inh – ABHD4 inhibitors, primary screen, biochemical, fluorescence polarization, mouse | AID 720543, 2013 | purified mABHD4, FP-Rh probe fluorescence polarization | inhibition, % at 8.92 µM | 370,000 compounds, 0.54% hits | (Lyso)-N-acylphosphatidylethanolamine lipase (Mus musculus), Q8VD66;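 active means inhibition exceeding the mean over every tested compound plus 3 SD, cut at about 30% in these data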;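 further: 0% = plate median of compound wells and 100% = S159A mutant with DMSO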
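assay system = mABHD4 protein | compound dosing = single nominal dose of 8.92 µM, 0.89% DMSO final | read-out basis = percent inhibition of probe binding, normalized to plate controls | schedule = Enzyme–compound pre-incubation 45 min, then probe 60 min, both 25 °C | detection = fluorescence polarization, excitation 525 nm, emission 598 nm, BODIPY TMR filters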
rCAG RNA binder – binders of r(CAG) RNA repeats, primary screen, biochemical, fluorescence; AID 651821, 2012; inhibition, % at 3 µM; 370,000 compounds, 1.3% hits; r(CAG) RNA repeat, TO-PRO-1 dye displacement fluorescence;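 active means inhibition above the plate cutoff, the mean of all test compounds on that plate plus 3 SD, cut at about 35% in these data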;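 further: 0% = DMSO alone and 100% = 100 µM mitoxantrone as full dye displacement; higher means more dye released from RNA so lower well fluorescence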
MBD2 inh – inhibitors of MBD2 binding to methylated DNA, primary screen, biochemical, TR-FRET, DNA-binding domain, human; 370,000 compounds, 0.31% hits; MBD2 binding to methylated oligonucleotide; inhibition, % at 4.4 µM; AID 686964, 2013; in the data active means inhibition above about 13%
TCR CD3 inh – inhibitors of human TCR-CD3 interaction, primary screen, biochemical, fluorescence, TAMRA-labeled TCR probe; 360,000 compounds, 0.37% hits; inhibition, % at 9.4 µM; AID 651800, 2012; T-cell receptor (TCR); in the data active means inhibition above about 19%;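 further: recombinant mutant TCR 2C K166C tagged with TAMRA read by polarization; 0% = receptor in buffer alone and 100% = receptor with positive control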
* marks the source's active call; other numbers are inactive results; . = not tested or not shown.

Results follow in this order: MBD2 inh, TCR CD3 inh, LEDGF integ inh, rCAG RNA binder, TDP2 absorb, HTRA1 inhibitor, ABHD4 inh, GC-B act, PRMT1 inh, SIAE primary
- Cn1c(CCNC(=O)c2cccs2)nnc1SCC(=O)N1CCN(c2ccccc2)CC1
  3, 3, 1, 0, -3, 1, -1, 7, -2, 0
- COc1ccccc1CNC(=O)COC(=O)c1cc(C)oc1C
  -3, 0, 4, -1, -7, -23, 3, 10, -2, 1
- O=[N+]([O-])c1ccccc1/C=N/n1c(-c2ccccc2)n[nH]c1=S
  -2, -3, -3, 15, -21, 11, 3, -8, 11, 6
- O=S(=O)(NC1=NCCCCC1)c1ccc2ccccc2c1
  1, 1, -3, -1, -4, -5, 3, -3, 3, 3
- C/C(=N\NC(=S)NC1CCCCC1)c1ccccc1
  0, -8, 0, -2, -13, -7, 2, 2, -2, -7
- O=C(NCCCN1CCOCC1)c1onc(CSc2ccccc2)c1C(=O)NCCCN1CCOCC1
  1, 3, 0, -6, -6, 0, 0, 5, -2, 7
- CCOC(=O)/C(C#N)=C1\CCCN1CC(N)=S
  2, 2, 0, -2, 2, 0, 1, 12, 18, 3
- Cc1ccc(S(=O)(=O)CC(=O)Nc2c(C)n(C)n(-c3ccccc3)c2=O)cc1
  -2, -4, 0, 1, 3, 4, 2, 1, -1, -2
- CCOC(=O)c1sc2nc(C)[nH]c(=S)c2c1C
  0, 1, 4, 3, -7, 4, 6, -2, -1, -10
- CCn1c(Cc2c(C)[nH]c3ccccc23)nnc1SCC(=O)NCc1ccccc1
  -1, -3, -1, -4, 8, -3, 1, 2, 2, 1
- COc1cc(C)ccc1S(=O)(=O)NC(=O)C1(C)CCN1C(=O)c1ccc(C2CCCCC2)cc1 (stereo unspecified)
  3, 7, -1, 40*, 6, ., -2, 5, 1, 4
- CC/C(=N\NC(=O)CSCc1ccccc1Br)c1ccc2c(c1)OCCO2
  -4, 9, 4, 1, 5, -23, -4, 4, -2, 4
- O=C(Cn1cc([N+](=O)[O-])cn1)NCc1cc2ccccc2[nH]1
  -5, 7, 2, 2, -5, 0, 4, 3, -2, -2
- CC1CCCC(NC(=O)CN2C(=O)NC(Cc3c[nH]c4ccccc34)C2=O)C1C (stereo unspecified)
  2, 7, 2, 2, 5, 4, 3, -2, -2, 3
- COc1cc(/C=C/c2cc[n+](C)cc2)ccc1OCC(=O)Nc1ccccc1
  -4, 7, -3, 10, -1, 8, 6, 2, -1, 9
- O=C(O)C1(S(=O)(=O)CCC(F)=C(F)F)CC1
  1, 0, -1, -1, 4, 8, 3, 3, -1, 2
- CCOc1cc(N2CCOCC2)c(OCC)cc1NC(=O)Cc1cn2ccsc2n1
  3, -2, -3, -7, 3, 6, 3, 2, 0, 6
- COc1cccc(CNS(=O)(=O)c2ccc3c(c2)CC(C)N3C(=O)C2CCC2)c1 (stereo unspecified)
  1, -7, 1, -2, -2, -3, -20, 4, -3, -2
- Cc1cc(NC(=O)CSCC(=O)OCc2nnc(-c3ccccc3)o2)no1
  -5, -6, 3, 0, -16, 1, 0, -7, 1, -7
- C=CCN1C(=O)c2n[nH]c(COC)c2C1c1ccc(C)cc1 (stereo unspecified)
  1, 3, -1, -1, -4, ., -3, 8, 1, -2
- COc1ccc(N2CCN(Cc3nc4c(c(=O)n(C)c(=O)n4C)n3CCc3ccccc3)CC2)cc1
  -7, -13, 4, 2, -12, 4, -7, -8, -4, 7
- CCOC(=O)C(O)(CCC(O)(C(=O)OCC)C(=O)OCC)C(=O)OCC
  3, 1, 3, 1, 0, 4, 7, 2, -2, 3
- Cc1noc(C)c1COC(=O)c1ccc(N(C)C)cc1
  4, -3, -1, -4, 7, -3, -1, -8, 3, 4
- Cc1ccccc1N(CC(=O)N1CCOCC1)S(C)(=O)=O
  -3, 0, 5, 3, 6, 3, 0, 0, -2, 3
- Cc1ccc(-c2cc(N)on2)cc1
  0, -4, -3, 0, -4, 4, 2, 0, 2, 1
- CCOC(=O)C1(C)NC(c2ccco2)C2C(=O)N(c3ccccc3)C(=O)C21 (stereo unspecified)
  2, 6, 4, 3, -8, -3, -3, -1, -1, 2
- O=C(Nc1cccc(O)c1)c1ccc(C(=O)c2ccccc2)o1
  0, 6, -1, 5, 5, -17, 1, -1, -1, -3
- O=C(NCCNC(=O)c1cnccn1)c1ccc(Cl)c(Cl)c1
  1, 5, -2, 0, -1, -5, 6, 2, -3, -3
- CCCCn1c(SCC(=O)N2CCCCC2)nc2cc(S(N)(=O)=O)ccc21
  -1, 2, 5, 6, -4, -2, -9, 5, 3, 7
- COc1cccc(N2C(=O)CC(NNC(=O)c3cccs3)C2=O)c1 (stereo unspecified)
  2, 2, -8, 9, -11, 0, 1, -1, 2, -1
- CCOC(=O)c1sc(NC(=O)CCSC)nc1C
  0, -3, -1, -1, 8, 6, 2, 4, 6, -3
- Cc1ccc(/C(O)=C2\C(=O)C(=O)N(CC(C)O)C2c2ccc(N(C)C)cc2)cc1 (stereo unspecified)
  -2, -2, 1, 3, -5, -6, -9, 4, 5, 3
- CCN(CC)S(=O)(=O)c1ccc(Cl)c(NC(=O)COc2ccc(OC)cc2)c1
  -1, 1, -3, 0, 10, -4, 9, 1, 0, -3
- Cc1ccc2c(c1)N(CC(=O)N1CCCCCC1)C(=O)c1cccnc1O2
  2, 3, -1, -6, -10, 0, 1, -4, -5, -7
- COc1ccc(CNc2c(C(=O)O)cnc3c2cnn3C)cc1
  -3, 4, 1, 3, -1, 4, -3, 5, 1, 2
- COc1ccc(NC(=O)CN(C)C(=O)C2CC(=O)N(c3ccc4c(c3)OCCO4)C2)cc1 (stereo unspecified)
  4, 9, 2, -4, 10, 1, -1, -3, -3, 2
- CC(=O)Nc1ccc(C(=O)OCC(=O)Nc2ccccc2Sc2ccccc2)cc1
  -1, 2, 1, 1, -14, -79, -31, 0, -1, -15
- O=C(Nc1nnc(S(=O)(=O)N2CCCCC2)s1)c1ccc(Cl)cc1
  -1, -8, -2, 4, -3, 3, -7, 3, 0, 4
- Cc1nc2c(ccc3nc(NC(=O)C(c4ccccc4)c4ccccc4)sc32)s1
  1, -3, 1, 9, -11, -49, -2, -5, 0, -124
- CCc1nn(CC(=O)NCCCN2CCOCC2)c(=O)c2cc3sccc3n12
  -8, 0, -1, -2, 7, 5, 4, 4, 0, 1

Ordered by the number under MBD2 inh (smallest number first): 3 of the compounds above.
| structure | MBD2 inh |
| --- | --- |
| COc1ccc(N2CCN(Cc3nc4c(c(=O)n(C)c(=O)n4C)n3CCc3ccccc3)CC2)cc1 | -7 |
| CCN(CC)S(=O)(=O)c1ccc(Cl)c(NC(=O)COc2ccc(OC)cc2)c1 | -1 |
| CCOC(=O)C1(C)NC(c2ccco2)C2C(=O)N(c3ccccc3)C(=O)C21 (stereo unspecified) | 2 |

The results go on.
Results follow in this order: MBD2 inh, TCR CD3 inh, LEDGF integ inh, rCAG RNA binder, TDP2 absorb, HTRA1 inhibitor, ABHD4 inh, GC-B act, PRMT1 inh, SIAE primary
- CCC1Nc2ccccc2-c2nnc(SC)nc2O1 (stereo unspecified)
  -8, -5, 3, 3, -7, -1, -1, 5, -2, -2
- Cc1cc(O)ccc1-c1cnc2ccccc2n1
  0, -1, 4, 5, -2, 2, 0, -3, 12, 5
- Cc1oc2ccc(NS(=O)(=O)c3cccc4cccnc34)cc2c1C(=O)OC(C)C
  -3, -3, 0, 5, 6, -7, -2, -1, -1, 0
- CC1=C(C#N)C(c2cccnc2)C2=C(CC(C)(C)CC2=O)N1 (stereo unspecified)
  6, 2, -4, 1, -9, 3, -11, -1, 4, 0
- Cc1cc(OC(=O)c2ccccc2Br)c([N+](=O)[O-])c(=O)[nH]1
  -6, 3, -2, 2, 5, -1, 4, 2, -1, -1
- CCOc1ccc(OCC(=O)NCCS(=O)(=O)N2CCN(c3ccc(F)cc3)CC2)cc1
  1, 1, 2, -4, -3, -3, -14, 7, -2, 8
- CCOc1ccc(NC(=O)c2cccc(NC3=NC4CS(=O)(=O)CC4S3)c2)cc1 (stereo unspecified)
  3, -11, 4, 5, -17, -5, -3, -7, -4, 2
- Cc1ccnc2nc(C(=O)OCC(=O)NCCc3ccc(Cl)cc3)nn12
  1, 1, -1, 0, -4, -1, 4, -3, 0, 4
- O=C(N/N=C/c1cccc([N+](=O)[O-])c1)c1cc(-c2ccccc2)nc2ccccc12
  1, -5, -2, -2, 10, -6, 2, 3, -2, -6
- Cc1ccc(C(=O)Nc2ccccc2C(=O)NCc2cccnc2)cc1
  -4, 1, 4, -1, 6, -6, 5, 6, -4, -2
- CCOC(=O)c1cnc2cc(-c3ccc(C)cc3)nn2c1-c1ccccc1
  -6, -1, 2, -1, -6, 4, 1, -9, -2, -7
- COC(=O)c1nnn(-c2nonc2N)c1CN1CCc2ccccc21
  1, -5, 2, 1, 1, 3, -4, 4, -2, 0
- COc1cccc(CNC(=O)CNC(=O)c2cccs2)c1
  3, -1, -2, 0, 2, -1, 4, -1, 3, -4
- CC(=O)c1cccc(N(C(=O)c2ccccn2)C(C(=O)NC2CCCCC2)c2ccccc2)c1 (stereo unspecified)
  -1, 5, 3, -6, 19, 2, -5, -7, -6, 5
- COC(=O)c1cccc(Nc2ccc([N+](=O)[O-])cn2)c1
  -4, 4, -1, 4, -7, -1, 4, 1, 0, 9
- NNC(=S)NCc1ccco1
  -1, -1, 3, 1, 13, 5, -2, 6, -1, 1

Not all compounds are listed. The share of hits here may be higher or lower than overall.
